Bioassay records deposited in PubChem BioAssay by several laboratories.
DAX1 inh-1: DAX1 (NR0B1) inhibitors, primary screen, cell-based, HEK293, Gal4-DAX1, luciferase luminescence | Nuclear receptor subfamily 0 group B member 1 (Homo sapiens), P51843 | HEK293 Gal4-DAX1 luciferase reporter | inhibition, % at 6.75 µM | actives 0.99% (n = 340,000) | AID 504766, 2011;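 active = inhibition above the mean over all tested compounds plus 3 SD, cut at about 4.2% in these data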;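 note: 0% = DAX1-transfected cells with DMSO and 100% = empty-vector control cells with DMSO; inhibition shows as a rise in luminescence from relieved DAX1 repression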
Target sequence (P51843 207-470 limits assumed): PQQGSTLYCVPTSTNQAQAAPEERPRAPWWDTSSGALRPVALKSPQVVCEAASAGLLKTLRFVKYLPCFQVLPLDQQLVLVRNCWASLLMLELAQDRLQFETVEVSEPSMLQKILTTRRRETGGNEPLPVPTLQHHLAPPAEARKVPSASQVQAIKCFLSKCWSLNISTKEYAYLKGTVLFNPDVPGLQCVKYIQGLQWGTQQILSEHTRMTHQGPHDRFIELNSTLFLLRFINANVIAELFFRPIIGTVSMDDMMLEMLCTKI
hgDAF-12 ag: H. glycines DAF-12 receptor agonists, primary screen, cell-based, luminescence, HEK293, GAL4 fusion, UAS-luciferase; Nuclear hormone receptor DAF-12 (Heterodera glycines), GAL4 fusion; HEK293 GAL4-hgDAF12 UAS-luciferase reporter, agonist luminescence; normalized to butyrate control; activation, % at 6.8 µM; actives 1.8% (n = 370,000); AID 687014, 2013;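 active = activation above a cutoff set at the mean of all screened compounds plus 3 SD, cut at about 10% in these data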;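 note: 0% = DMSO wells and 100% = sodium butyrate wells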
FXN GAA850 act: FXN promoter activators, primary screen, cell-based, luciferase luminescence, HEK293 lucGAA850; HEK293 lucGAA850 FXN promoter luciferase reporter, 24 h; percent of 10 µM SAHA response; activation, % at 6 µM; actives 0.56% (n = 360,000); AID 540364, 2011;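 active = activation above the average of all compounds screened plus 3 SD, cutoff fixed separately per campaign, cut at about 7.5% in these data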;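 note: 0% = DMSO wells and 100% = 10 µM SAHA wells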
PG9 binder: binders of HIV-1 gp120 antibody PG9, primary screen, biochemical, TR-FRET; HIV-1 gp120 / PG9 antibody interaction; inhibition, % at 6.7 µM; TR-FRET gp120-PG9 antibody binding; AID 624416, 2012; actives 0.43% (n = 360,000); in the data active = inhibition above about 8.5%
SMARCA2 act: SMARCA2 (BRM) function activators, primary screen, cell-based, luminescence, high throughput | actives 1% (n = 370,000) | MG213 cells, MMTV-luciferase reporter, dexamethasone, overnight | activation, % at 9.1 µM | AID 652017, 2013; in the data active = activation above about 7.8%;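 note: 0% = vehicle wells and 100% = reference activator wells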
ssDAF12 agonist: S. stercoralis DAF-12 nuclear receptor activators, primary screen, cell-based, luminescence, HEK293, GRIP1 co-expression, lit1-tk-luc; Nuclear hormone receptor DAF-12 (Strongyloides stercoralis); HEK293 ssDAF-12/GRIP1 lit1-tk-luc reporter; % of 3 µM dafachronic acid response; activation, % at 6.8 µM; actives 1% (n = 370,000);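 active = activation above the mean over all tested compounds plus 3 SD, cut at about 0.9% in these data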;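 note: 0% = DMSO-only wells and 100% = 3 µM delta7-dafachronic acid wells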
NPR1 activator: GC-A stimulated cGMP production enhancers – HEK293 GC-A cells, cGMP TR-FRET, EC30 ANP, primary screen; Atrial natriuretic peptide receptor 1 (Homo sapiens), P16066; 0% at EC30 ANP, 100% saturating ANP; activation, % at 10 µM; actives 0.14% (n = 370,000); in the data active = activation above about 40%
hcDAF12 agonist: H. contortus DAF-12 nuclear receptor activators, primary screen, cell-based, luminescence, HEK293, lit1-tk-luc reporter; HEK293 hcDAF-12 lit1-tk-luc reporter; 0% DMSO, 100% Δ7-dafachronic acid; activation, % at 6.8 µM; actives 1.4% (n = 370,000); AID 652067, 2013;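 active = activation above the mean of all tested compounds plus 3 SD, cut at about 5.5% in these data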;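 note: 100% = response to 3 µM Δ7-dafachronic acid high control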
DAX1 inh-2: DAX1 (NR0B1) inhibitors on StAR promoter, primary screen, cell-based, luminescence, SF-1 (NR5A1), full-length DAX-1. actives 1.1% (n = 370,000). HEK293T StAR-luciferase reporter, SF-1/DAX-1 repression relief. AID 652010, 2013. inhibition, % at 6.8 µM;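 active = inhibition above the mean over all tested compounds plus 3 SD, cut at about 3.6% in these data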;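 note: 0% = DAX-1 cells with DMSO and 100% = cells lacking DAX-1 with DMSO; higher inhibition means more luminescence from relief of DAX-1 repression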
ADAM17 inh: ADAM17 inhibitors, primary screen, biochemical, QFRET. Disintegrin and metalloproteinase domain-containing protein 17 (Homo sapiens), P78536. actives 0.83% (n = 370,000). inhibition, % at 6.95 µM. recombinant ADAM17, EDANS/DABCYL FRET peptide cleavage. AID 720648, 2013;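 active = inhibition above the mean of compounds lying between control limits plus 3 SD, set per campaign, cut at about 8.5% in these data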;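 note: 0% = DMSO-only wells as the low control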
Target sequence (P78536 215-824 limits assumed): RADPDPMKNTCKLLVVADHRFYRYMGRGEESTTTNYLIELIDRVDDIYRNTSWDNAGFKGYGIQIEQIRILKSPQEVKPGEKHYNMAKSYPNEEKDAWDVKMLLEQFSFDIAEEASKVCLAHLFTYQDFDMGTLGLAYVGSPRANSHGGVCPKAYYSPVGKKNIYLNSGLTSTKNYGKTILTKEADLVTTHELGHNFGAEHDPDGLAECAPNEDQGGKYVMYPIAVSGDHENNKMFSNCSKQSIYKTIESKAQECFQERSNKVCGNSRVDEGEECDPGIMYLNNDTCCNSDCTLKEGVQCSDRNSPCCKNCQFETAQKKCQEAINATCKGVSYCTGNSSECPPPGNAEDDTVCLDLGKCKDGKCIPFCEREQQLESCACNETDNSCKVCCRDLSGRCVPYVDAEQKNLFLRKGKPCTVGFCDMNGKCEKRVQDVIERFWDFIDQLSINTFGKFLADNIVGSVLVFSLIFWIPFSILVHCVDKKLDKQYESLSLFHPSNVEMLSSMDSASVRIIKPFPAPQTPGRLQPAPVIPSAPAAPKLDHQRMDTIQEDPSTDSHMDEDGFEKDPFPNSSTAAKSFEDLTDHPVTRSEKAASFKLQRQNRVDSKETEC
ADAM10 inh: human ADAM10 inhibitors, primary screen, biochemical, QFRET, HTS | inhibition, % at 7 µM | actives 0.62% (n = 370,000) | recombinant ADAM10, EDANS/DABCYL FRET peptide cleavage, 3 h | Disintegrin and metalloproteinase domain-containing protein 10 (Homo sapiens), O14672;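 active = inhibition above a per-campaign cutoff equal to the mean of compounds falling between control-based bounds plus 3 SD, cut at about 20% in these data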;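 note: 0% = DMSO wells while the 100% control is not disclosed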
The depositor's hits bear a star; i = inactive; . = no result given. No enrichment for hits; 6.8% or so of the library scored in one or more.

SMILES	DAX1 inh-1	hgDAF-12 ag	FXN GAA850 act	PG9 binder	SMARCA2 act	ssDAF12 agonist	NPR1 activator	hcDAF12 agonist	DAX1 inh-2	ADAM17 inh	ADAM10 inh
FC(F)Oc1ccc(NC(=S)NCC2COc3ccccc3O2)cc1 (stereo not given)	2.1	2.2	-1.3	-2.0	-1.6	-1.4	4.2	-0.9	-0.3	7.6	11.6
Cc1ccc(CSC(Nc2ccc(F)cc2)=C(C#N)C#N)cc1	-3.5	-10.6	-5.8	1.2	-8.4	-2.5	9.5	-3.6	-3.2	5.5	21.3*
CC(C)C1CC(C(=O)Nc2ccccc2)C(=O)O1 (stereo not given)	3.0	2.4	0.8	-1.6	5.5	-0.7	2.5	1.2	0.1	-0.2	2.5
Cc1noc(C)c1COc1ccccc1C(=O)NCCc1ccc(F)cc1	0.2	-0.6	-0.3	0.0	-2.5	-1.0	-9.3	-0.3	-0.4	-6.9	-7.7
COc1ccc(C(=O)OCCc2cc3ccccc3c(=O)o2)cc1	-0.6	1.7	2.5	-0.2	0.8	-1.2	-2.1	-0.8	0.1	0.0	-8.0
Cc1[nH]n(C(N)=S)c(=O)c1N=Nc1cc(-c2ccc(Br)cc2)[nH]n1	.	-0.1	0.7	1.1	-3.1	-1.4	31.8	-3.2	-0.4	-5.8	0.0
COc1ccccc1C(=O)NNC(=O)c1cccc([N+](=O)[O-])c1	-0.1	1.0	1.9	0.6	3.3	-1.6	-0.6	1.8	-0.3	-1.2	-1.9
COc1ccc(C(=O)NC(=S)NNC(=O)c2ccc(O)cc2)cc1[N+](=O)[O-]	-0.1	1.9	2.1	-0.4	1.8	-0.5	-3.3	0.7	-0.4	-1.1	6.2
Cc1ccc(NC(=O)CN2C(=O)S/C(=C/c3ccncc3)C2=O)cc1	1.3	3.0	0.8	-1.6	0.0	-0.9	0.0	-1.6	-0.6	0.0	2.2
CCN1CCN(CCC(=O)Nc2ccc(Br)cc2)CC1	0.8	-1.8	0.7	-0.1	-0.5	-0.7	0.7	0.6	1.1	0.2	-5.0
CN(C(=O)CS(=O)(=O)c1cn(CC(=O)N2CCCCC2)c2ccccc12)c1ccccc1	0.0	-0.2	-0.3	-1.5	-2.5	0.2	-1.3	3.4	-0.9	-4.4	-6.7
CCOC(=O)C1=C(C)N(C)C(=O)NC1c1c(O)ccc2ccccc12 (stereo not given)	-0.8	5.2	0.2	-3.6	-1.5	-1.0	2.7	-1.9	-0.2	2.0	2.4
Cc1ccc(N2CC(C(=O)N/N=C/c3c(F)cccc3Cl)CC2=O)cc1 (stereo not given)	-0.1	3.5	1.7	0.5	0.3	-1.2	-0.7	1.5	0.0	-3.5	-4.2
CCn1c(CCc2ccccc2)nnc1SCC(N)=O	0.9	-2.6	2.5	-2.6	5.5	-0.8	2.9	0.6	-0.1	3.4	10.5
Cc1cc(C)c(C)c(S(=O)(=O)N2CCN(C(=O)c3cc(S(=O)(=O)N4CCOCC4)ccc3F)CC2)c1C	-1.2	0.0	-0.9	-0.7	-2.9	-1.6	-1.9	-0.3	-2.5	4.2	-5.1
CC(C)C(NC(=O)c1ccccc1F)C(=O)NCc1ccc(S(=O)(=O)N2CCOCC2)cc1 (stereo not given)	-0.5	-0.9	1.5	0.1	-0.8	-1.0	-0.2	-0.3	2.0	-4.8	-1.8
CCCn1nc(C(=O)Nc2nc(-c3ccccn3)cs2)c2ccccc2c1=O	-1.0	2.3	0.5	2.6	-3.4	-2.0	3.6	-1.4	-4.0	2.0	-17.3
COc1ccc(CCC(=O)Nc2nc3ccccc3[nH]2)cc1OC	2.2	1.7	0.0	0.5	2.4	-1.3	5.2	1.4	-0.7	-3.9	0.6
CCCn1c(N)c(NCCN2CCOCC2)c(=O)n(CC(=O)NCc2ccccc2)c1=O	0.5	0.8	-1.1	1.9	-4.8	-1.5	0.8	-0.7	1.2	-1.6	-4.4
CSCCC(NC(=O)c1ccccc1)C(=O)NCc1ccco1 (stereo not given)	0.5	0.8	1.4	-2.2	0.9	-0.6	1.2	-0.5	-0.4	-1.7	-0.1
O=C(CSc1nn(-c2ccc(F)cc2)c(=S)s1)NC1CCS(=O)(=O)C1 (stereo not given)	1.0	1.5	0.1	-0.4	-2.8	-2.1	4.2	-1.1	0.6	-1.6	-1.7
CCC(=O)N1CCc2cc(Br)cc(S(=O)(=O)NCc3ccccc3OC)c21	1.5	1.8	-3.3	3.3	0.6	-1.3	1.1	0.1	0.3	-2.0	-0.7
O=C(CCOc1ccccc1)Nc1ccc(Cl)c(S(=O)(=O)N2CCOCC2)c1	2.4	0.4	1.7	0.9	-1.9	-1.5	1.2	-2.4	-0.6	-2.8	2.3
Cn1cc(S(=O)(=O)N2CCN(c3cccc(C(F)(F)F)c3)CC2)c(=O)n(C)c1=O	0.6	2.0	0.4	0.5	1.3	-1.0	-1.1	-1.8	0.2	-2.3	-14.4
Cc1ccccc1NC(=O)CON=C(N)c1ccccc1	0.1	0.4	0.2	0.0	0.9	-1.4	0.6	-0.6	-1.6	-1.5	-4.3
CCOC(=O)c1cc(-c2ccccc2)n(CC2CC(c3ccc(OC)cc3)=NO2)n1 (stereo not given)	-2.0	-0.2	-3.0	-1.3	-0.8	-1.4	-0.3	-0.9	-0.8	-0.3	5.2
CCOc1ccc(S(=O)(=O)NCCC2=CCCCC2)c2ccccc12	0.6	-0.4	-0.5	-2.5	2.0	-1.1	-0.4	-1.2	-0.3	4.9	9.7
CCN(CC1CCCO1)C(=O)CCc1nnc(CCc2ccccc2OC)o1 (stereo not given)	1.5	3.3	0.5	-0.9	1.2	-0.5	-0.8	0.1	-1.1	-1.8	-6.1
Nc1ccc(C(=O)NCCCCCCNC(=O)c2ccc(N)cc2)cc1	-0.4	0.4	1.4	0.5	0.2	-1.5	0.7	1.8	-0.1	-6.0	-1.3
CCCCCc1c(O)nc(SCCN(CC)CC)[nH]c1=O	0.9	0.8	2.1	-2.0	1.8	-0.8	0.8	1.9	0.8	-0.2	-11.3
O=C(Nc1cccnc1)c1ccc(-c2ccccc2)cc1	3.0	9.7	2.4	-0.4	3.9	-0.6	-2.5	1.7	2.5	1.4	3.4
CC1(C2CC2)NC(=O)N(CC(=O)Nc2ccc(Cl)c([N+](=O)[O-])c2)C1=O (stereo not given)	0.3	4.8	-0.8	-0.7	1.4	-0.9	-1.0	-0.8	-1.0	-3.8	-1.6
O=C1OCC2=C1C(c1ccccc1)CC(=O)N2c1cccc(F)c1 (stereo not given)	0.5	1.8	-1.6	-0.9	-5.7	-1.8	-1.1	-1.1	-1.1	-4.8	3.5
CCOC(=O)c1c(CC(C)C)csc1NC(=O)CCl	-0.3	-0.1	-0.3	1.5	-4.2	-1.1	-26.9	-1.0	-0.9	7.7	14.2
Cc1cccc(C(=O)N2N=C(c3ccc(NS(C)(=O)=O)cc3)CC2c2cccs2)c1 (stereo not given)	-1.0	0.0	1.5	-2.4	-1.9	-1.6	-9.4	-1.4	-0.8	6.1	6.3
COCCNC(=O)C1CCC(CNS(=O)(=O)c2c(C)cc(C)cc2C)CC1 (stereo not given)	1.1	-0.3	0.5	-0.3	2.1	-0.9	3.2	-1.4	0.1	-2.4	5.2
Cc1nc2nc[nH]n2c(=O)c1NS(C)(=O)=O	0.2	1.4	0.3	0.6	-4.2	-0.2	-2.5	-0.1	-0.3	1.6	2.9
COc1ccc(NS(=O)(=O)c2cc(NC(=O)c3ccc(C)s3)ccc2N2CCOCC2)cc1	-1.6	-6.8	-0.9	3.0	-5.5	-2.2	-3.5	-2.4	-1.2	2.7	8.2
CCCc1[nH]nc2c1C(c1ccccc1OC)C(C#N)=C(N)O2 (stereo not given)	-0.5	-0.4	0.9	-0.5	-2.1	-1.1	1.5	-1.7	-0.3	-1.6	-4.8
c1ccn2c(c1)nc1c2nc2ccccn21	2.9	13.1*	7.4	-8.8	12.5*	1.1*	-10.6	1.1	2.0	i	i
COc1ccccc1NC(=O)COc1cccnc1[N+](=O)[O-]	0.1	-1.1	0.6	0.3	-0.9	-1.2	-2.2	-2.5	-2.0	-1.2	-3.5
COc1ccccc1C=NNc1nc(C)cc(=O)[nH]1	0.4	-2.4	2.6	-0.2	-4.3	-1.1	-3.6	-0.6	0.5	-5.7	-11.5
COc1ccc(N2CCN(C(=O)c3ccc4nc(N5CCCCC5)sc4c3)CC2)cc1	3.7	8.0	1.9	-3.4	3.0	0.2	0.4	1.0	2.8	-0.1	-14.4
O=C(NC12CC3CC(CC(C3)C1)C2)c1cncc(Br)c1	-1.2	3.2	-0.6	0.8	-2.6	-1.2	1.5	-0.7	-0.3	-3.5	-9.6
COc1ccc(N2CCN(c3nc4ccccn4c(=O)c3C=O)CC2)cc1	-1.0	-1.3	4.7	-0.1	5.4	-0.9	1.8	-1.2	0.2	-1.3	2.1
Cc1cc(C(=O)N2CCCC(N3CCN(c4cccc(Cl)c4)CC3)C2)nc(C)n1 (stereo not given)	-0.8	-0.6	-1.8	-0.1	-1.0	-1.1	-1.4	0.3	-1.5	0.7	-4.0
O=C1c2ccccc2C(Nc2ccccc2)N1c1cccnc1 (stereo not given)	-0.3	0.5	-0.6	2.0	-2.8	-0.7	-4.7	-2.3	-0.5	0.0	3.9
COc1ccc(Br)c(C(=O)Nn2c(C)nc3ccccc3c2=O)c1	-1.0	2.9	0.8	0.4	3.7	-1.4	3.2	-1.4	-0.2	0.3	13.8
O=C(Nc1nc(-c2cccs2)cs1)c1cccc(S(=O)(=O)N2CCCCCC2)c1	-1.6	0.3	1.5	-1.2	-0.8	-0.9	4.8	4.3	-0.3	3.1	4.0
CC(C)n1c(NCc2cccs2)nc2ccccc21	0.1	-2.0	0.2	-2.2	-2.0	-1.6	-1.1	-1.2	-0.3	-3.2	0.3
COc1ccc(/C=N/NC(=O)c2ccc(O)cc2)cc1CN1CCCc2ccccc21	0.3	3.6	1.6	-1.1	-4.8	0.5	-8.6	4.6	0.1	-0.2	-3.0
COc1ccc(F)c(-c2nc(CN3CCC(c4ccccc4)CC3)c(C)o2)c1	-1.2	1.4	3.0	1.4	-1.7	-1.0	0.8	-0.9	-0.8	-4.2	-2.7
